Assay outcomes deposited in PubChem BioAssay by National Center for Advancing Translational Sciences (NCATS).
AT treatment – potential ataxia-telangiectasia treatment; […] A-T fibroblasts, KAP-1 phosphorylation AlphaLISA; neocarzinostatin DNA damage 30 min before lysis; Potency, µM (titrated, usually from 57.5 µM), for the others: top-dose activation, actives largely listed as activators; hit rate 0.19% among 320,000; AID 485349; also: potency is read from the fitted curve at half-maximal effect; % of control where 0% means no effect; nearly all actives have a fitted effect of over 45% in size
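hTERT-immortalized A-T patient fibroblasts ([…]), 500 cells/well in OPTI-MEM, 1% FBS, got compounds for 60 min, then NCS for 30 min at 37C. Lysates were then assayed for phospho-KAP-1 by AlphaLISA (anti-pKAP1 donor, anti-KAP1 acceptor beads), 6 hr at 25C.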
TCR act – activates T cell receptor signaling | primary human leukocytes, anti-CD3, IL-2 HTRF, 48 h | Potency, µM (highest dose often 9.22 µM), for inactives: at the highest dose activation of IL-2 secretion, hits mostly activators | 330,000 tested, under 10 active | AID 504894; also: % of control where 0% means no effect
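Activity was scored as IL-2 release from primary human leukocytes given only a TCR signal (a-CD3 beads) plus compound for 48 hr. Detection used a two-antibody HTRF format read at 665nm.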
B2AR arrestin – agonists driving beta-arrestin recruitment to human beta2-adrenergic receptor; beta-arrestin recruitment to beta2AR, cell-based reporter; P07550; Potency, µM (titrated, usually from 46.1 µM), for the others: top-dose activation, actives largely listed as activators; hit rate 0.02% among 330,000; AID 492947;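 also: potency is read from the fitted curve at half-maximal effect; 0% = DMSO controls and full agonism = EC100 isoproterenol or metaproterenol; nearly all actives have a fitted effect of over 65% in size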
p53 reactivation – re-activators of mutant p53. Potency, µM (doses to about 92.2 µM), for inactives: at the top dose activity change, positive = activation, usual class: activators. AID 504706. H1299 p53-A138V BP100-luciferase reporter, luminescence, 24 h. hit rate 0.063% among 320,000; also: potency is read from the fitted curve at half-maximal effect; % of control where 0% means no effect; nearly all actives have a fitted effect of over 45% in size
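p53-null H1299 cells stably carrying temperature-sensitive p53-A138V and a BP100-luciferase reporter were pinned with compounds (4-point, 1:5 series) and held 24 hrs at 37 deg C. Luminescence was read 10 min after detection reagent.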
ELG1 repair inh – ELG1-dependent DNA repair inhibition; HEK293T ELG1-luciferase reporter, luminescence, 16 h; DNA damage induced by 5-fluorouridine; Potency, µM (titrated, usually from 46.1 µM), without a hit: top-dose activity change, negative = inhibition, hits mostly inhibitors; hit rate 2.3% among 330,000; AID 504467; also: potency is read from the fitted curve at half-maximal effect; % is scaled to controls: 0 for no effect and ±100 for the full control effect; nearly all actives have a fitted effect of over 55% in size
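5-Fluorouridine DNA damage + compound/DMSO, 2,000 cells/well, 16 h, 37 °C/5% CO2. ONE-Glo, 30 min RT, luminescence. Readout = decrease in reporter signal.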
TRPV1 agonist – human TRPV1 agonism; Q8NER1; TRPV1-expressing cells, Fluo-8 calcium influx, agonist mode; activation, % at 8.33 µM; hit rate 0.19% among 320,000; AID 540275; in the data active = activation above about 80%; inconclusive = between about 30% and that limit; also: 0% is about no effect
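Fluo-8 calcium influx in TRPV1-expressing cells, kinetic read (ex 480/em 520 nm). Compound added and read 3 min for agonist activity, followed by capsaicin at EC20 final and 2 min further read for enhancement.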
TSG101-PTAP inh – blocks PTAP/TSG101 interaction to inhibit HIV-1 budding. Fluorescence polarization, FITC-PTAP peptide / Tsg101 binding. Q99816. Potency, µM (titrated, usually from 115 µM), without a hit: top-dose activity change, negative = inhibition, most hits filed as inhibitors. 340,000 tested, under 10 active. AID 493005; active = well fitted inhibition curve with a large enough effect in the main read-out, with a control signal flat, not every such curve was filed as active; inconclusive = small, poorly fitted or top-dose-only effect, or effect the other way, or a change in a side signal; inactive = no such curve, though single readings can be large or run the other way; also: potency is read from the fitted curve at half-maximal effect; % of control where 0% means no effect
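Steps: Tsg101 binding domain dispensed (10 uM final), compounds pinned in DMSO, FITC-labeled PTAP-motif peptide added (50 nM final); after 20 min binding at room temperature, polarization measured.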
BRCA1 expr up – BRCA1 expression activation. MCF7-BRCA1-FFLuc reporter, luminescence, 48 h; response scale: scaled: vehicle 0%, 10 µM genistein 100%. Potency, µM (titrated, usually from 46.1 µM), without a hit: top-dose activation, usual class: activators. AID 624202. hit rate 1.1% among 380,000; also: potency is read from the fitted curve at half-maximal effect; nearly all actives have a fitted effect of over 80% in size; some results filed as inactive show a strong effect at the top dose
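Luminescence from a BRCA1-driven firefly luciferase in MCF7 cells was the read-out, taken 15 min after substrate addition following 48 h compound exposure at 37 °C. Data were normalized to a 10 microM genistein control and DMSO vehicle.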
Integrin act MD – activators of alpha7 integrin expression for muscular dystrophy | Potency, µM (series often up to 38.3 µM), inactives show at the highest dose activation, most hits filed as activators | hit rate 0.064% among 350,000 | alpha7betagal myoblasts, beta-gal FDG fluorescence, 48 h;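 also: potency is read from the fitted curve at half-maximal effect; 100% = response of the positive control SU9516; nearly all actives have a fitted effect of over 60% in size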
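Alpha7betagal+/- myoblasts (passage 13) were plated 16-24 hr, then exposed to compounds (1:260 dilution of DMSO stock) for 48 hours at 37C. After MPER lysis, β-galactosidase reporter activity was read as FDG fluorescence (ex 480/em 540) after 30 minutes.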
MLL CXXC-DNA inh – blocks binding of human MLL CXXC domain to DNA | MLL-CXXC / FITC-HOXA9 DNA fluorescence polarization | Potency, µM (highest dose often 115 µM), without a hit: at the top dose activity change, negative = inhibition, actives largely listed as inhibitors | hit rate 0.037% among 290,000; active = well fitted inhibition curve with a large enough effect in the polarisation, with a control signal flat, not every such curve was filed as active; inconclusive = small, poorly fitted or top-dose-only effect, or effect the other way, or a change in a side signal; inactive = no such curve, though single readings can be large or run the other way; the % refers to the polarisation; also: potency is read from the fitted curve at half-maximal effect
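Purified MLL-CXXC (added from a 7 uM solution) was preincubated 5 min at ambient with pinned compounds in 50 mM Tris-HCl pH 7.5, 50 mM NaCl, 1 mM DTT, 0.05% BSA. Fluorescein-labeled HOX-A9 DNA (50 nM solution) followed, 30 min, then polarization read.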
Active calls of the source: *; ? = inconclusive; / = not tested or not shown; [ ] = another dose, or the depositor's remark. Unless noted, calls follow the shape of the dose curve; as a rule, active = well fitted curve in the direction sought with a large enough effect; inconclusive = small, poorly fitted or top-dose-only effect, or another doubt; inactive = no such curve, though single readings can be large; an effect the other way counts as inactive or inconclusive.

SMILES	AT treatment	TCR act	B2AR arrestin	p53 reactivation	ELG1 repair inh	TRPV1 agonist	TSG101-PTAP inh	BRCA1 expr up	Integrin act MD	MLL CXXC-DNA inh
O=C(O)CCc1nn2c3ccccc3nc2n(-c2ccccc2)c1=O	1%	10%	0.2%	7%	4%	1	-2%	-4%	15%	-4%
COC(=O)COc1ccc(S(=O)(=O)NCCC2=CCCCC2)cc1Cl	-7%	2%	-0.4%	0%	13%	?	-2%	5%	0%	3%
O=C(Nc1ccccc1)C1=C[C@H](c2csc3ccccc23)C[C@H](OCCCCO)O1	6%	1%	-0.1%	0%	?	9	2%	-48%	-23%	-9%
CCCn1cnnc1CNC(=O)C1CCC(=O)N(CCc2cccc(F)c2)C1 (configuration not stated)	3%	-4%	0.2%	-7%	-4%	-3	-2%	3%	?	2%
COC(=O)c1ccc2c(=O)n(-c3ccc(OC)cc3)c(=S)[nH]c2c1	-1%	/	-2.1%	-3%	5%	0	-3%	-40%	-6%	-5%
Cc1ccc(C(=O)NNC(=O)CSc2nc(N)cc(N)n2)cc1	-5%	-7%	-0.7%	-7%	1%	-1	-7%	-6%	15%	9%
Cc1ccc(NC(=O)CCS(=O)(=O)c2ccc3nc(C)sc3c2)cc1	-3%	10%	-0.4%	/	2%	2	-5%	4%	0%	/
Cn1c(=O)c2c(SCC(=O)N3CCOCC3)nc(C3CCCCC3)nc2n(C)c1=O	-2%	/	-0.1%	-2%	-1%	-1	/	/	/	-4%
COc1ccc(N2C(=O)c3cc4ccccc4cc3C2=O)cc1	-4%	-11%	-1.0%	-2%	-7%	1	0%	-43%	-22%	-11%
CCOC(=O)c1c2c([nH]c(=S)c1C#N)CCCC2	-14%	-8%	-0.6%	0%	-14%	1	-1%	-16%	?	-2%
O=C(CN1CCN(c2ccccc2F)CC1)c1ccc(O)c(O)c1	-17%	0%	-1.1%	11%	-8%	1	-5%	4%	-13%	-6%
COc1ccc(C)cc1NC(=O)COC(=O)c1ccc2c(c1)OCO2	1%	17%	0.2%	-6%	-4%	10	-5%	3%	-5%	/
O=C(C1CCN(CC2CCCCC2)CC1)N1CCCC1	4%	-3%[46.1 µM]	-0.5%	-6%	3%	3	-7%	74%	21%	0%
CCN(CC)S(=O)(=O)c1ccc(C(=O)NCCN2C(=O)S/C(=C\c3cccnc3)C2=O)cc1	2%	-3%	-1.0%	2%	15µM*	2	-4%	-19%	?	1%
CC(C)c1ccc(NC2CCCN(C(=O)c3ccoc3)C2)cc1 (configuration not stated)	13%	0%	0.6%	16%	8%	?	-5%	25%	27%	3%
Cc1ccc(CCNC(=O)CCc2nc3ccccc3[nH]2)cc1	-13%	6%[46.1 µM]	-1.3%	-20%	3%	?	-8%	3%	5%	1%
CNC(=S)N/N=C/c1c(C)nn(-c2ccc(F)cc2)c1Cl	4%	0%	-0.2%	7%	30%	-2	1%	-4%	-20%	3%
CCn1c(COc2cccc(C)c2)nnc1SCC(=O)Nc1cccc(C(=O)O)c1	5%	-3%	-0.7%	6%	-5%	-1	-1%	8%	?	13%
CCCc1sc(N/N=C/c2ccccn2)nc1-c1ccc(F)cc1	0%	-1%[46.1 µM]	-1.4%	?	?	0	-13%	-81%	-50%[inhibitor]	-5%
CC(=O)Nc1ccc(NC(=O)c2ccccc2Sc2ccc([N+](=O)[O-])cc2Cl)cc1	4%	3%[46.1 µM]	-1.2%	-13%	?	-2	-9%	-29%	-11%	6%

In the list so far, three contain an aryl methoxy group.
SMILES	AT treatment	TCR act	B2AR arrestin	p53 reactivation	ELG1 repair inh	TRPV1 agonist	TSG101-PTAP inh	BRCA1 expr up	Integrin act MD	MLL CXXC-DNA inh
COC(=O)c1ccc2c(=O)n(-c3ccc(OC)cc3)c(=S)[nH]c2c1	-1%	/	-2.1%	-3%	5%	0	-3%	-40%	-6%	-5%
COc1ccc(N2C(=O)c3cc4ccccc4cc3C2=O)cc1	-4%	-11%	-1.0%	-2%	-7%	1	0%	-43%	-22%	-11%
COc1ccc(C)cc1NC(=O)COC(=O)c1ccc2c(c1)OCO2	1%	17%	0.2%	-6%	-4%	10	-5%	3%	-5%	/

Rewritten with bars between the fields: entries from further up.
compound | AT treatment | TCR act | B2AR arrestin | p53 reactivation | ELG1 repair inh | TRPV1 agonist | TSG101-PTAP inh | BRCA1 expr up | Integrin act MD | MLL CXXC-DNA inh
Cn1c(=O)c2c(SCC(=O)N3CCOCC3)nc(C3CCCCC3)nc2n(C)c1=O | -2% | / | -0.1% | -2% | -1% | -1 | / | / | / | -4%
Cc1ccc(C(=O)NNC(=O)CSc2nc(N)cc(N)n2)cc1 | -5% | -7% | -0.7% | -7% | 1% | -1 | -7% | -6% | 15% | 9%

Further records:
SMILES	AT treatment	TCR act	B2AR arrestin	p53 reactivation	ELG1 repair inh	TRPV1 agonist	TSG101-PTAP inh	BRCA1 expr up	Integrin act MD	MLL CXXC-DNA inh
CCc1cccc(NC(=O)CS(=O)Cc2nc(-c3ccc(C)cc3)oc2C)c1 (configuration not stated)	6%	0%	-1.1%	7%	?	/	-2%	-28%	-18%	1%
O=C(NC1CCCCC1)C12CC3CC(CC(Cl)(C3)C1)C2	3%	1%[46.1 µM]	-0.1%	-1%	1%	27	-2%	-22%	-17%	22%
COc1ccccc1N(C(=O)c1csnn1)C(C(=O)NC1CCCC1)c1ccccc1 (configuration not stated)	-7%	0%	0.1%	-5%	4%	6	-6%	-22%	23%	3%
O=S(=O)(Nc1ccccc1Cl)c1ccc(F)cc1	11%	/	-0.3%	-5%	9%	13	/	1%	-13%	0%
COc1ccc(CCN2CN(S(=O)(=O)c3ccc(OC)cc3)c3nc4ccccc4nc32)cc1	3%	4%[46.1 µM]	0.4%	4%	-7%	0	1%	7%	7%	3%
COc1ccc(NC(=O)c2ccc(OCC3CCCO3)cc2)cc1OC (configuration not stated)	1%	-4%	-0.1%	13%	0%	-3	-5%	77%	-23%	/
Cc1c(NC(=O)Nc2cc(Cl)ccc2Cl)c(=O)n(-c2ccccc2)n1C	6%	-1%	-0.1%	3%	-13%	1	1%	-1%	17%	9%
CCCSc1ccc([C@@H]2[C@H]3C(=O)N(CC)C(=O)[C@H]3[C@]3(C(=O)OC)CCCCN23)cc1OC	-4%	-1%	-0.8%	-3%	-23%	10	0%	-19%	-25%	/
Cc1ccc(Cl)cc1NC(=O)Nn1cnnc1	-6%	-1%	-0.1%	5%	6%	-5	-3%	4%	-4%	-2%
CC(=O)c1ccc(S(=O)(=O)N2CCN(C(=O)c3ccc(-n4cncn4)c([N+](=O)[O-])c3)CC2)cc1	-4%	4%	-1.9%	?	23%	1	-4%	2%	-18%	/
CCN1CCN(C(=O)/C=C/c2ccc3c(c2)OCO3)CC1	0%	5%	-1.1%	6%	?	5	-2%	0%	-20%	-4%
Cc1ccnc(N=O)c1	-5%	0%[46.1 µM]	-0.2%	?	?	/	-3%	57%	8%	/
Cc1ccc(CNC(=O)CCCOc2cc(=O)n(C)c3ccccc23)o1	5%	-2%	-0.4%	-10%	?	16	-6%	-36%	-3%	-8%
COc1cccc(C=NNc2nc3ccccc3s2)c1OC	/	0%	/	/	/	/	1%	?	-4%	/
Cc1ccc(CN2CCc3[nH]c(=S)[nH]c(=O)c3C2)cc1	7%	-10%	-0.2%	-3%	0%	5	-5%	7%	6%	7%
CC(C)Sc1nc2c(c(=O)n1-c1ccc(F)cc1)SCC2	-8%	/	-0.3%	8%	4%	-4	-6%	-1%	-13%	-2%
O=C(COC(=O)C1CCC1)Nc1cccc(Cl)c1	0%	-8%	-0.3%	-3%	11%	5	-6%	18%	-8%	/
CCn1c(CCn2c3ccccc3c3ccccc32)n[nH]c1=S	2%	-2%	-0.6%	16%	-3%	12	0%	-18%	0%	8%
O=S(=O)(c1ccc(F)cc1)c1nc(-c2ccco2)oc1Nc1ccccc1	-18%	-2%[46.1 µM]	-1.3%	?	24%	25	-10%	48%	1%	0%
